Source: PubChem (several laboratories)
E coli Lon inh: E. coli protease La inhibition | P0A9M0 | purified E. coli Lon protease, fluorescence polarization | inhibition, % at 7.94 µM | 360,000 tested, 0.42% active | AID 602123; in the data active = inhibition above about 13%, passing the limit was not always enough;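 note: 0% = enzyme with probe and DMSO and 100% = no enzyme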
MsrA act: bovine methionine sulfoxide reductase A activation; AID 602163; activation, % at 10.6 µM; 360,000 tested, 0.3% active; purified bovine MsrA, absorbance read-out; in the data active = activation above about 7.5%;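 note: 0% = vehicle and 100% = reference activator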
Rin1 Abl inh: human Rin1-Abl interaction inhibition. P00519+Q13671. TR-FRET Rin1/Abl binding, biochemical. inhibition, % at 7.35 µM. 360,000 tested, 0.4% active; in the data active = inhibition above about 5%, passing the limit was not always enough
MsrA inh: inhibitors of bovine MsrA. 360,000 tested, 0.75% active. inhibition, % at 15.5 µM. purified bovine MsrA, absorbance read-out. AID 651718; in the data active = inhibition above about 4.5%;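 note: 0% = vehicle wells with enzyme and 100% = reference inhibitor wells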
Rpn11 block: inhibitors of human proteasome Rpn11; O00487; human 26S proteasome, Ub4-pepOG fluorescence polarization; 20S core pre-blocked with epoxomicin; calls only at 20 µM; 360,000 tested, 0.59% active; AID 588493;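 active = inhibition at 20 µM, scaled to each plate's controls, above about 33%, limit read from the data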
MLLE-PAM2 inh: inhibitors of microRNA-mediated deadenylation, human PABP1 MLLE binding. P11940. GST-MLLE / FITC-PAM2 fluorescence polarization. inhibition, % at 20 µM. 360,000 tested, 0.36% active; in the data active = inhibition above about 35%, passing the limit was not always enough;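 note: plate controls were DMSO wells with GST-MLLE for no effect and wells lacking GST-MLLE protein for full effect; some results filed as inactive read as strong as hits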
FAS TE block: FAS thioesterase (human) inhibition; inhibition, % at 15 µM; 360,000 tested, 0.67% active; P49327; AID 602261; recombinant FAS-TE, OMFH fluorogenic substrate, fluorescence endpoint;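 active = compounds whose normalised, plate-corrected inhibition of enzyme fluorescence in the single-dose primary screen is 50% or more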;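 note: 0% = DMSO with enzyme and 100% = substrate without enzyme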
MT1-MMP act inh: blocks activation of human MT1-MMP; P50281; HT1080 RFP-PRO-GFP cells, GFP/RFP ratio fluorescence, overnight; percent of plate control window, DMSO zero; GFP/RFP ratio change, % at 20 µM; 360,000 tested, 0.061% active;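 active = GFP/RFP ratio change of at least 30% with cell ATP level not reduced by more than half and red fluorescence within 50% of control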; note: strong numbers were not always called active
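system = RFP-PRO-GFP reporter HT1080 cells | dosing = 20 µM single dose, 1% DMSO | timing = overnight cell settling, then overnight compound exposure, 37 °C, 5% CO2 | read-out basis = GFP/RFP fluorescence ratio | controls = DMSO and RFP-L50D-GFP cell wells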
CSN deneddyl inh: inhibitors of human CSN-mediated cullin deneddylation; Purified CSN, SCF-Nedd8-OG deneddylation, fluorescence polarization; AID 651999; 360,000 tested, 0.38% active; Q92905; inhibition, % at 12.5 µM;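 active = pattern-corrected inhibition above about 35%, with an unprinted fluorescence ratio check between 0.5 and 1.5, limit read from the data, passing the limit was not always enough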;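 note: 0% = enzyme with substrate and 100% = substrate without enzyme; some results filed as inactive read as strong as hits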
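assay system = purified human Csn5 enzyme expressed in HEK293T cells | amount = 0.24 nM enzyme | buffer or medium = Tris/NaCl/DTT buffer, pH 7.5 | reagent = 10 nM SCFSkp2-Nedd8OG | compound = one concentration, 12.5 µM, 0.25% DMSO | times = 90 min reaction at room temperature | signal = FP | read-out basis = % inhibition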
* marks the source's active call; other numbers are inactive results; i = inactive.

SMILES | E coli Lon inh | MsrA act | Rin1 Abl inh | MsrA inh | Rpn11 block | MLLE-PAM2 inh | FAS TE block | MT1-MMP act inh | CSN deneddyl inh
O=C(Nc1ccc(CN2CCS(=O)(=O)CC2)cc1)c1ccc(Cl)cc1 | 3 | -3 | 0 | -1.1 | i | -3 | -6 | -3 | 1
O=C(NC(NNc1ccc([N+](=O)[O-])cc1)(C(F)(F)F)C(F)(F)F)c1ccc(F)cc1 | -7 | -2 | 0 | 0.5 | i | -9 | 30 | -5 | 4
CCOC(=O)CN/C=C(\C#N)c1ccc(F)cc1 | -9 | -4 | 1 | 0.3 | i | -3 | -7 | 2 | 5
Cc1ccc(NC(=O)C2CC(=O)n3c(nc4ccccc43)N2)cc1C (configuration not stated) | 1 | -7 | 1 | 0.3 | i | -1 | -10 | 0 | 4
CCN1CCN(c2ncc(C(=O)N3CCN(c4ccccc4OC)CC3)c3ccccc23)CC1 | -6 | -3 | 1 | -0.4 | i | 11 | -3 | -6 | 0
Cc1cc(C)n(C(=O)CCC(=O)Nc2ccc(C)c(C)c2)n1 | -6 | -4 | 4 | -0.3 | i | 8 | -5 | 3 | -3
CCOC(=O)c1cnc(SCC(=O)Nc2cc(OC)ccc2OC)nc1N | 2 | -11 | -1 | -0.4 | i | -10 | 0 | 12 | -2
COCCNC(=O)C1CCCN(C(=O)C2(c3ccc(Cl)cc3)CCCC2)CC1 (configuration not stated) | -4 | -5 | 0 | 0.7 | i | 1 | -4 | -2 | -3
CC1=C(C(N)=O)C(c2cccc(O)c2)n2nc(CCCO)nc2N1 (configuration not stated) | 0 | -1 | 1 | 1.2 | i | 11 | 0 | -1 | 0
CC1Cc2cc(-c3csc(NC(=O)Cc4ccccc4)n3)ccc2N1S(C)(=O)=O (configuration not stated) | -11 | -3 | 1 | 0.3 | i | 8 | 48 | -16 | 0
CC(=O)N1CCOc2ccc(S(=O)(=O)N3CCC(C(=O)Nc4ccc(C)cc4)CC3)cc21 | -10 | 1 | 5 | 0.2 | i | -3 | -1 | 1 | -2
CCCCOc1ccc(CSCCN=C(N)N)cc1 | -8 | -5 | 4 | -0.1 | i | 1 | -3 | -3 | -4
C#CCn1c(C)cc(C)c(S(=O)(=O)c2ccccc2)c1=O | -2 | -8 | -1 | 0.4 | i | 2 | -7 | 1 | -10
Nc1nc(Cl)c2ncn(C3OC(CO)C(O)C3O)c2n1 (configuration not stated) | 7 | 1 | 2 | 0.9 | i | 7 | -6 | 0 | 5
O=C(CCSCc1ccccc1F)NCc1cccs1 | -10 | -2 | -2 | -1.3 | i | 5 | 1 | 1 | 0
Cc1ccc2nc(SC(C)C(=O)N3CC(C)OC(C)C3)[nH]c2c1 (configuration not stated) | -2 | -1 | 1 | -0.2 | i | -55 | -2 | -2 | 10
Cc1ccc(Nc2nc(C(=O)NCCCN3CCOCC3)cs2)cc1 | 1 | -10 | -4 | 1.0 | i | -27 | -5 | 4 | -1
CC(/C=C/C=C/c1ccccc1)=N\NC(=O)c1cccnc1 | -7 | -7 | 3 | 7.6* | i | -4 | -7 | 0 | -5
[N-]=[N+]=NC1c2ccccc2C(=O)N1Cc1ccccc1 (configuration not stated) | -5 | -1 | 3 | 0.3 | i | 0 | -4 | -2 | 4
CCCCN(CCCC)c1nc(-c2ccncc2)nc2ccccc12 | -1 | -1 | -1 | 0.0 | i | -9 | 22 | -6 | 3
CCOc1ccccc1N1CCN(CC(=O)c2c(N)n(C)c(=O)n(C)c2=O)CC1 | 11 | -3 | 2 | 1.6 | i | 2 | -1 | 2 | -3
CC(=O)Oc1ccccc1C(=O)Oc1ccc(/C=N/n2cnnc2)cc1 | -5 | 1 | 4 | -0.3 | i | -5 | -3 | 7 | -1
Cc1ccc(Nc2cc(=O)[nH]c(=O)[nH]2)cc1Cl | -4 | -4 | -2 | -0.1 | i | 9 | -6 | -2 | -6
CC(C)(C)NC(=O)COC(=O)c1ccc(Cl)cc1O | -5 | -4 | 6 | -0.6 | i | -4 | -2 | 2 | 4
CC(C)c1c(O)nc(SCC(=O)N2CCCCC2)[nH]c1=O | -1 | -2 | 0 | 3.0 | i | 15 | -6 | 3 | 1
Continued:
SMILES | E coli Lon inh | MsrA act | Rin1 Abl inh | MsrA inh | Rpn11 block | MLLE-PAM2 inh | FAS TE block | MT1-MMP act inh | CSN deneddyl inh
Fc1cccc(CCN2CCNC[C@@H]2CC2CCCCC2)c1 | 2 | -1 | 3 | -0.5 | i | -3 | -17 | 1 | 1
COc1cc(NC(=O)c2c3c(nc4ccccc24)CCC3)cc(OC)c1 | 9 | -1 | -10 | -0.4 | i | 7 | -7 | -2 | 1
CCOC(=O)c1c(NC(=O)CC2SC(=NC)N(C)C2=O)sc(C)c1C (configuration not stated) | -10 | -3 | 2 | 0.2 | i | -3 | -11 | -2 | -1
Cc1ccc(C(=O)COC(=O)CCS(=O)(=O)c2ccccc2)cc1[N+](=O)[O-] | -6 | -5 | 3 | 0.0 | i | -3 | 8 | -2 | 0
Cc1ccc2sc(N(CCCN(C)C)C(=O)CCS(=O)(=O)c3ccccc3)nc2c1C | 1 | -1 | -3 | -0.3 | i | 0 | 1 | -10 | -1
COCCn1nnnc1C(c1cccs1)N1CCN(c2cc(C)ccc2C)CC1 (configuration not stated) | -1 | -8 | 5 | 0.6 | i | -8 | 19 | -9 | -4
CN(C)S(=O)(=O)n1ccnc1 | 6 | -2 | 4 | -1.8 | i | 0 | -9 | 0 | -12
CC1=NN(C(=O)c2ccc(Cn3ccc([N+](=O)[O-])n3)cc2)C(O)(C(F)(F)F)C1 (configuration not stated) | -11 | 0 | 1 | -0.3 | i | -5 | -4 | -3 | 1
O=C(COC(=O)c1ccc(Cl)c(S(=O)(=O)N2CCCCCC2)c1)Nc1ccccc1 | -10 | -3 | 1 | 0.8 | i | -23 | 37 | 1 | -8
COc1ccc(N(C(=O)CCC(=O)Nc2cc(C)on2)C(C(=O)NC2CCCC2)c2ccco2)cc1 (configuration not stated) | -13 | -3 | 0 | 0.9 | i | -19 | 1 | -1 | 1
C=CCn1c(N)cc(=O)nc1SCC(=O)Nc1ccc(C(=O)OC)cc1 | 10 | -2 | -4 | -0.1 | i | -5 | -6 | 3 | -1
COc1cc(C(=O)NC2CCN(Cc3ccccc3)CC2)cc(Cl)c1OC(C)C | -2 | -1 | 2 | -1.9 | i | 4 | 2 | 7 | 4
O=C(CCn1cnc(-c2ccccc2)c1-c1ccccc1)N/N=C/c1ccc(O)cc1 | 1 | -11 | 0 | 0.8 | i | -2 | 6 | -5 | 1
Cc1ccccc1C1NC(=O)Cc2ccccc21 (configuration not stated) | 6 | -6 | 4 | -0.9 | i | 6 | -11 | 3 | -10
COc1cc(NC(=O)c2cccc3c(-c4cnn(C)c4)coc23)cc(OC)c1OC | 5 | -3 | 3 | 1.7 | i | 2 | -9 | 0 | 0
O=C(CC(=O)c1ccccc1O)c1ccc(F)cc1 | -6 | -1 | -1 | 0.9 | i | -15 | 11 | -12 | 0
CCCCC(O)(c1ccc(F)cc1)C(CN1CCOCC1)c1ccc(Cl)cc1 (configuration not stated) | -3 | 0 | 3 | -0.3 | i | -4 | 25 | -11 | -1
COc1ccc(/C=N/NC(=O)c2cccnc2)cc1O | -6 | -2 | -2 | 2.8 | i | -4 | -2 | 2 | 3
Cc1cccc(C(=O)Nc2ccc(C(=O)/C=C/c3cccnc3)cc2)c1 | -10 | -2 | -1 | 0.1 | i | 3 | 11 | 22 | 23
Cc1ccc(-c2c(C(=O)N/N=C/C3CC=CCC3)nnn2-c2nonc2N)cc1 (configuration not stated) | 0 | -2 | 3 | 0.2 | i | 12 | 0 | 3 | -7
COC(=O)C(CC(=O)c1ccc(Cl)cc1)c1ccc(C)cc1 (configuration not stated) | 8 | -10 | -3 | 0.1 | i | -10 | 17 | -1 | -1
FC(F)(F)c1ccnc(N2CCN(Cc3cnc(-c4ccccc4)[nH]3)CC2)c1 | 2 | -4 | -2 | -0.1 | i | -1 | 7 | -1 | -3
CCOC(=O)CSc1nc2ccccc2n2cnnc12 | -91 | -2 | 2 | 0.9 | i | 16 | -4 | -4 | 0
CCN(CCO)c1ccc(Nc2cc(-c3ccc(-c4ccccc4)cc3)ncn2)cc1 | -7 | -5 | -2 | 0.7 | i | -44 | 6 | -3 | 8
CCN(CC)C(=O)c1ccc2nc3ccccc3nc2c1 | -5 | -4 | -2 | 5.6* | i | 0 | -8 | -7 | -2

Brought forward from above: 2 compounds, then new ones.
SMILES | E coli Lon inh | MsrA act | Rin1 Abl inh | MsrA inh | Rpn11 block | MLLE-PAM2 inh | FAS TE block | MT1-MMP act inh | CSN deneddyl inh
CCN(CCO)c1ccc(Nc2cc(-c3ccc(-c4ccccc4)cc3)ncn2)cc1 | -7 | -5 | -2 | 0.7 | i | -44 | 6 | -3 | 8
CCN(CC)C(=O)c1ccc2nc3ccccc3nc2c1 | -5 | -4 | -2 | 5.6* | i | 0 | -8 | -7 | -2
Cc1ccc(N=CC2=C(O)CC(C)(C)CC2=O)nc1 | -6 | -3 | 1 | 2.6 | i | 7 | -7 | 4 | 3
COc1ccc(C(=O)NC2CCN(CC(=O)NCc3ccccc3)CC2)cc1 | 5 | -2 | -2 | 1.0 | i | 21 | -4 | 1 | 2
COC(=O)c1ccc(CSc2nc3ccccc3[nH]2)o1 | -5 | -10 | 5 | 0.3 | i | -26 | -12 | -1 | -5
COc1ccc(C2(CNC(=O)/C=C/c3ccco3)CCCC2)cc1OC | -10 | -1 | 4 | -0.1 | i | 6 | 2 | -5 | 8
O=C(c1ccc2oc(CCCc3ccccc3)nc2c1)N1CCCCC1CO (configuration not stated) | -11 | 1 | -1 | 0.2 | i | -2 | -8 | 2 | -4
CC1CCN(S(=O)(=O)Cc2ccccc2Cl)CC1 | 3 | -3 | 2 | 1.4 | i | 2 | 0 | 1 | -6
COc1ccc(-n2c(=O)c3ccccc3n(CC(=O)NC3CCCC3)c2=O)cc1 | -11 | -4 | 1 | 0.2 | i | -11 | -6 | -1 | -3
CCCCCc1nc2c(=O)[nH]c3ccccc3c2o1 | -5 | -4 | -1 | -0.4 | i | 3 | -3 | -1 | -5
Cc1ccc(NS(=O)(=O)c2ccc3c(c2)c(=O)n(C)c(=O)n3C)cc1F | 0 | -3 | 7 | -0.6 | i | -8 | -2 | -10 | 5
COC(=O)[C@H](Cc1ccccc1)NS(=O)(=O)N[C@@H](Cc1ccccc1)C(=O)OC | -3 | -1 | 2 | 0.3 | i | 3 | -8 | 4 | 3
COC(C(=O)Nc1cccc(F)c1)c1ccccc1 (configuration not stated) | 2 | -3 | -1 | -0.4 | i | 1 | -4 | 4 | -1
Cc1ccccc1Oc1nc2ccccc2n2cnnc12 | 9 | -2 | -4 | -0.2 | i | 6 | -3 | -2 | -2
O=C(/C(Cl)=C/Nc1ccc(Br)cn1)C(F)(F)F | 8 | -5 | -3 | 0.2 | i | 7 | 12 | 5 | -1

Structures above that have a thiophene ring, fused or not, in the order listed:
SMILES | E coli Lon inh | MsrA act | Rin1 Abl inh | MsrA inh | Rpn11 block | MLLE-PAM2 inh | FAS TE block | MT1-MMP act inh | CSN deneddyl inh
O=C(CCSCc1ccccc1F)NCc1cccs1 | -10 | -2 | -2 | -1.3 | i | 5 | 1 | 1 | 0
CCOC(=O)c1c(NC(=O)CC2SC(=NC)N(C)C2=O)sc(C)c1C (configuration not stated) | -10 | -3 | 2 | 0.2 | i | -3 | -11 | -2 | -1
COCCn1nnnc1C(c1cccs1)N1CCN(c2cc(C)ccc2C)CC1 (configuration not stated) | -1 | -8 | 5 | 0.6 | i | -8 | 19 | -9 | -4
